# Bioassay records from PubChem.
# HDAC3 inhib: inhibitors of human histone deacetylase 3; O15379; recombinant HDAC3, fluorogenic peptide/trypsin coupled, fluorescence; inhibition, % at 8.3 µM; 320,000 tested, 0.15% active; in the data active = inhibition above about 26%, passing the limit was not always enough
# TRPC4 PAM: allosteric potentiators of mouse TRPC4 channel; B-score at 10 µM; HEK293 TRPC4beta/mu-opioid, DAMGO EC20, Fluo-4 Ca2+ flux; stronger effect = higher value; 310,000 tested, 0.42% active; Q9QUQ5;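 active = B-score of calcium response area above 5 SD of library B-scores, with initial fluorescence ratio within 5 SD of library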;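 note: B-score of integrated fluorescence ratio over time as area under calcium response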
# KCNQ1 block: human KCNQ1 channel inhibition | P51787 | CHO-K1 KCNQ1, FluxOR thallium flux fluorescence; stronger effect = higher value | B-score at 10 µM | 310,000 tested, 1.3% active;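 active = compounds whose thallium flux B-score, printed positive for inhibition, exceeds three library SD while starting fluorescence stays within three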;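 note: channel opened by potassium depolarization with thallium stimulus after 20 min compound exposure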
# TMEM16A act: mouse TMEM16A channel activation, primary screen; HEK293 TMEM16A/YFP-H148Q/I152L, iodide quench fluorescence; stronger effect = lower value; AID 623877; B-score at 10 µM; 340,000 tested, 0.3% active;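 active = fluorescence-ratio B-score plate-corrected deviation score at least 3 library SD below zero, with starting fluorescence score within 5 deviations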;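 note: channel opened by trigger with iodide after compound preincubation; score built on the fluorescence ratio of max minus min over baseline; more negative score means more quench and so TMEM16A activation or potentiation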
# KCNQ1 act: potentiates or activates the human KCNQ1 potassium channel. AID 2648. CHO-K1 KCNQ1, thallium flux FluxOR fluorescence; stronger effect = higher value. 310,000 tested, 0.35% active. B-score at 10 µM. P51787;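 active = fluorescence ratio B-score, a plate-corrected score, at least three library SD, with initial intensity B-score within 5 SD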
#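 Assay system: stable KCNQ1 CHO-K1 line; medium: assay buffer, equal DMSO in all wells; timing: 90 min dye loading and 20 min compound exposure, both at room temperature; technique: kinetic FluxOR thallium fluorescence, 10-s 1-Hz baseline, 110-s post-stimulus read; read-out basis: B score of baseline-normalized fluorescence ratio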
# TRPC4 agonist: TRPC4 (mouse) channel activation. 310,000 tested, 0.49% active. HEK293 TRPC4beta/mu-opioid, Fluo4 calcium fluorescence; stronger effect = higher value. B-score at 10 µM. AID 2237. Q9QUQ5;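 active = B-score above 5 SD of library B-scores, and initial fluorescence ratio not above library mean plus 5 SD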;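 note: positive B-score marks a calcium rise read as TRPC4 activation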
#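 Incubation: 45 min room-temperature Fluo4 loading, 110 s read / System: HEK293 cells stably co-expressing mouse TRPC4beta and mu-opioid receptor / Signal: Fluo4 fluorescence, kinetic / Control set: buffer (low) and maximal DAMGO (high) / Measure: integrated baseline-normalised fluorescence ratio, converted to per-well B score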
# hERG protect: compounds protecting human hERG from proarrhythmic drug block; Q12809; CHO-hERG, FluxOR thallium flux, dofetilide IC70 present; activation (rescue from dofetilide block), less the hit threshold, % at 10 µM; 310,000 tested, 0.51% active; AID 1511;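 active = activation above the mean of controls blocked by dofetilide plus 5 SD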;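 note: thallium influx through hERG after potassium depolarization seen as dye fluorescence rise; in these data hits start at about 4.7%; inactives centre near -7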
# ANO1 block: mouse TMEM16A channel inhibition, primary screen | Q8BHY3 | HEK293 TMEM16A/YFP iodide influx fluorescence, ionomycin | normalized B-score (activity score, 25-100; higher = stronger inhibition) at 10 µM | 310,000 tested, 1.2% active | AID 588511;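 active = ratio plate-corrected score three or more library SD toward inhibition, starting fluorescence score within five deviations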;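 note: score derived from kinetic fluorescence span divided by baseline fluorescence per well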
# KCNK3 block: human KCNK3 channel inhibition, primary screen | CHO-KCNK3 thallium flux, FluxOR fluorescence; stronger effect = lower value | B-score at 10 µM | 340,000 tested, 0.84% active | AID 602410;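 active = B-score under library mean minus 4 SD, starting fluorescence ratio at most library mean plus 5 SD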;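 note: more negative B-score means stronger inhibition of thallium flux through KCNK3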
# Target sequence (O14649 whole entry, looked up): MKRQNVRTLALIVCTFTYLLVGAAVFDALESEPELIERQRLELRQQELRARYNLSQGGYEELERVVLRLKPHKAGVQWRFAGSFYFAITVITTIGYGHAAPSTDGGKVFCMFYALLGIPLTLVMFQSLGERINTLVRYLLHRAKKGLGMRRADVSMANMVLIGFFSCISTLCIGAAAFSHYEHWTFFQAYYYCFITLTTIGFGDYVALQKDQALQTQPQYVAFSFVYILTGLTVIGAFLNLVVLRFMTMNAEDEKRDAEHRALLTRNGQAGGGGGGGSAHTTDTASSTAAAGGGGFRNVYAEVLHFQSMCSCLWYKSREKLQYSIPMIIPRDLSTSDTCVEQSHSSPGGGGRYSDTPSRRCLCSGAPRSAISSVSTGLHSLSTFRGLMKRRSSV
# KCNK9 block: human KCNK9 channel inhibition; HEK293 KCNK9, FluxOR thallium flux fluorescence; stronger effect = lower value; AID 488922; 310,000 tested, 1.2% active; B-score at 10 µM; Q9NPC2;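 active = ratio B-score over 3 SD below the library mean, with starting fluorescence within 5 SD of its mean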;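 note: negative B-score means less thallium flux so channel inhibition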
# Target sequence (Q9NPC2 whole entry, looked up): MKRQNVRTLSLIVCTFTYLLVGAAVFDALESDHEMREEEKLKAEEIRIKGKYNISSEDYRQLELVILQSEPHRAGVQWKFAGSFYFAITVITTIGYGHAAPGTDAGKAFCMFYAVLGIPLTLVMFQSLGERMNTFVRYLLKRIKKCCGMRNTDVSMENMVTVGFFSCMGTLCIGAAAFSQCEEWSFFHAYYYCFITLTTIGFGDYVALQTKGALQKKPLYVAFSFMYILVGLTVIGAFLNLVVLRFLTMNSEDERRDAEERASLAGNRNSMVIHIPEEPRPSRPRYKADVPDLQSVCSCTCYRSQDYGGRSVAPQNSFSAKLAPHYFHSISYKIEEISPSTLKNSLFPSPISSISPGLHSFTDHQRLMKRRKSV
# DYRK1A inh: Dyrk1A (rat) kinase inhibition; Q63470; ADP-Glo luminescence, NFATc1 peptide; inhibition, % at 12.5 µM; 310,000 tested, 0.43% active; AID 504441; in the data active = inhibition above about 50%;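 note: plate controls were vehicle with enzyme for no effect and no enzyme for full effect; many of its hits are not listed in these tables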
# Active calls of the source: *; i = inactive; nt = not tested or not shown. Not all compounds are listed, so the mix of outcomes need not match the whole.
SMILES,HDAC3 inhib,TRPC4 PAM,KCNQ1 block,TMEM16A act,KCNQ1 act,TRPC4 agonist,hERG protect,ANO1 block,KCNK3 block,KCNK9 block,DYRK1A inh
COC(=O)c1ccc(CNC(=O)c2ccc(COc3ccccc3)cc2)cc1,-5,i,i,i,i,i,-7,i,i,i,-5
CSc1cccc(NS(=O)(=O)c2ccc3c(c2)CCN3C(C)=O)c1,-5,i,i,i,i,i,-13,25*,i,i,-3
COC(=O)c1ccc(C2=NOC(C)(c3nnc(-c4cccc(Cl)c4)o3)C2)cc1 (stereo not given),-2,i,i,i,i,i,-10,i,i,i,3
O=C(Cc1ccc([N+](=O)[O-])cc1)Nc1ccc(C(=O)N2CCOCC2)cc1,1,i,i,i,i,i,-7,i,i,i,2
NC(=O)C1CNc2ccccc2O1 (stereo not given),-2,i,i,i,i,i,-7,i,i,i,-3
COCCCNC(=O)Cn1cc(/C=C(\C#N)C(=O)N2CCN(c3ccccc3)CC2)c2ccccc21,0,i,i,i,i,i,-9,i,i,i,1
CCN(CC)CC(=O)c1c[nH]c2ccc(OC)cc12,-2,i,i,i,i,i,-9,i,i,i,3
Cc1ccccc1C(=O)NNC(=O)C1CC(=O)N(Cc2ccccc2)C1 (stereo not given),nt,i,i,i,i,i,-6,i,i,i,-6
COc1ccc(C2C(C(=O)c3cccs3)=C(O)C(=O)N2Cc2cccnc2)cc1OC (stereo not given),9,i,i,i,i,i,-9,i,i,i,-1
O=C(CSC1=NCCS1)N1CCOCC1,-2,i,i,i,i,i,-4,i,i,i,-3
O=C(Cc1csc(-c2cccc(Cl)c2)n1)Nc1cccc(S(=O)(=O)NC2=NCCC2)c1,6,i,i,i,i,i,-14,i,i,i,11
NS(=O)(=O)c1ccc(CCNCc2cccnc2)cc1,-2,i,i,i,i,i,-7,i,i,i,-1

# Compound profiles (already shown).
# Shown for `CSc1cccc(NS(=O)(=O)c2ccc3c(c2)CCN3C(C)=O)c1` → HDAC3 inhib = -5; TRPC4 PAM = i; KCNQ1 block = i; TMEM16A act = i; KCNQ1 act = i; TRPC4 agonist = i; hERG protect = -13; ANO1 block = 25*; KCNK3 block = i; KCNK9 block = i; DYRK1A inh = -3
# Shown for `NS(=O)(=O)c1ccc(CCNCc2cccnc2)cc1` → HDAC3 inhib = -2; TRPC4 PAM = i; KCNQ1 block = i; TMEM16A act = i; KCNQ1 act = i; TRPC4 agonist = i; hERG protect = -7; ANO1 block = i; KCNK3 block = i; KCNK9 block = i; DYRK1A inh = -1

# Next part:
SMILES,HDAC3 inhib,TRPC4 PAM,KCNQ1 block,TMEM16A act,KCNQ1 act,TRPC4 agonist,hERG protect,ANO1 block,KCNK3 block,KCNK9 block,DYRK1A inh
COc1ccc(N2C(=O)C3CCCN3C2c2cccc(OC)c2)cc1 (stereo not given),-7,i,i,i,i,i,-9,i,i,i,-6
Cc1cccc(S(=O)Cc2ccc(C(=O)NC3CCN(Cc4ccccc4)CC3)o2)c1 (stereo not given),3,i,i,i,i,i,-9,i,i,i,nt
NS(=O)(=O)c1ccc(NC(=O)c2ccc(S(=O)(=O)N3CCc4ccccc43)cc2)cc1,4,i,i,i,i,i,-1,i,i,i,-1
CCOc1ccc2nc(NCCNC(=O)C(C)(C)C)c(C)cc2c1,-19,i,i,i,i,i,-3,i,i,i,0
CCOC(=O)C1CCN(C(=O)Nc2ccc(Cl)cc2Cl)CC1,2,i,i,i,i,i,-2,i,i,i,3
COc1ccc(-n2nnc3c(=O)n(Cc4cccc(C)c4)cnc32)cc1,8,i,i,i,i,i,-9,i,i,i,-5
CC1(C)CC(=O)C(C(=O)/C=C/NCCc2ccccc2)C(=O)C1,6,i,i,i,i,i,-3,i,i,i,-8
COc1ccc(CNC(=O)c2c(C)cc(=O)oc2C)cc1OC,-2,i,i,i,i,i,-7,i,i,i,4
CCC(C)(C)n1nnnc1C(c1cc2cc(C)cc(C)c2[nH]c1=O)N1CCN(Cc2ccc3c(c2)OCO3)CC1 (stereo not given),nt,i,i,i,i,i,-8,nt,i,i,9
O=c1[nH]cc([N+](=O)[O-])cc1Br,4,i,i,i,i,i,-4,i,i,i,2
Cc1cc(NC(=S)N(Cc2ccc(Br)cc2)Cc2ccc(C(=O)O)cc2)ccc1Cl,12,i,i,i,i,i,-22,25*,i,-6.8*,1
CN(CC#CC1(O)c2ccccc2-c2ccccc21)Cc1ccccc1,5,i,i,i,i,i,-16,i,i,i,-14
CC(=O)Nc1cccc(-c2nc3ccccc3c(=O)o2)c1,11,i,i,i,i,i,-9,i,i,i,17
COc1ccc(N2CCN(c3ccnc4cc(Cl)ccc34)CC2)cc1,3,i,i,i,i,i,-5,i,i,i,-6
O=C(CSc1nnc2scc(-c3ccc(F)cc3)n12)NCc1ccco1,-2,i,i,i,i,i,-8,i,i,i,3
NS(=O)(=O)c1ccc(NC2=CC(c3ccc([N+](=O)[O-])cc3)N(c3ccc(S(N)(=O)=O)cc3)C2=O)cc1 (stereo not given),nt,i,i,i,i,i,-6,i,i,i,5
Cc1nc(Nc2ccccc2O)c2oc3ccccc3c2n1,-5,i,i,i,i,i,-2,i,i,i,0
CCC1(c2ccccc2)NC(=O)N(CC(=O)N(C)CC(=O)Nc2ccc(F)c(F)c2F)C1=O (stereo not given),3,i,i,i,i,i,-3,i,i,i,13
COc1cc(CN2CCC(C(=O)NCC(C)(C)CN(C)C)CC2)ccc1OCc1ccccc1,-3,i,i,i,i,i,-6,i,i,i,-5
CCOC(=O)c1[nH]c(C)c(C(=O)NCc2ccc(C)cc2)c1C,-4,i,i,i,i,i,-4,i,i,i,7
COc1ccc(OC)c(NC(=O)Cc2nn(C)c(=O)c3ccccc23)c1,-2,i,i,i,i,i,-4,i,i,i,3
Cc1cc(C(=O)Nc2cccc3cccnc23)ccc1[N+](=O)[O-],5,i,i,i,i,i,-7,i,i,i,-4
Cc1ccc2ncnc(Oc3ncccc3NC(=O)C(C)(C)C)c2c1,1,i,i,i,i,i,-2,i,i,i,nt
S=C(Nc1ccc(Br)cc1)N1CCCC1,0,i,i,i,i,i,-3,i,i,i,-6
CC(C)(C=O)Cc1cc(C(C)(C)C)c(O)c(C(C)(C)C)c1,6,nt,nt,i,nt,nt,nt,i,i,nt,-11
CNc1nc(SCc2ccc(C)cc2)nc2c1CCCC2,16,i,10*,i,i,i,-9,100*,-11*,i,-1
CCC(C)[C@H](NC(=O)[C@@H]1CSC2c3ccccc3C(=O)N21)C(=O)NCc1ccncc1 (stereo not given in full),1,i,i,i,i,i,-5,i,i,i,-4
O=C(O)CCCN1C(=O)c2ccc(Oc3cccc([N+](=O)[O-])c3)cc2C1=O,1,i,i,i,i,i,-6,i,i,i,-5
Cc1ccc(Nc2nnc(C(C)(C)C)c(=O)n2N)cc1,7,i,i,i,i,i,-6,i,i,i,3
CCOC(=O)c1cnc2c(c(C)nn2CC)c1NC1CC1,6,i,i,i,i,i,0,i,i,i,nt
COc1ccc(C(=O)NCCc2nnc3ccc(SCC(=O)Nc4ccccc4F)nn23)cc1,0,i,i,i,i,i,-3,i,i,i,nt
Cn1c2ccccc2c2nnc(SCCN3CCOCC3)nc21,nt,i,i,i,i,i,-6,nt,i,i,4
CCCn1cc(CN2CCN(Cc3ccc(C)o3)C(CCO)C2)c(C)n1 (stereo not given),15,i,i,i,i,i,-7,i,i,i,24
CCn1c(=S)[nH]c2cc(S(=O)(=O)N3CCCCC3)ccc21,7,i,i,i,i,i,-3,i,i,i,1
CN(CC1CCCO1)S(=O)(=O)c1ccc(C(=O)Nc2ccc3c(c2)OCO3)cc1 (stereo not given),5,i,i,i,i,i,-6,i,i,i,-2
CCOC(=O)/C(=C\c1ccc(C)cc1)NC(=O)c1ccccc1,0,i,i,i,i,i,-5,i,i,i,0
CCOC(=O)c1cnc2c(C(=O)OC)cccc2c1NCCN1CCOCC1,0,i,i,i,i,i,-16,i,i,i,-23
COC(=O)c1ccc(Oc2nc(C)cc(Oc3ccccc3)n2)cc1,5,i,i,i,i,i,-11,i,i,i,6
O=C(NCCCn1ccnc1)c1cc(-c2ccccc2)on1,-6,i,i,i,i,i,-6,i,i,i,9
C/C(=N\NC(=O)CNC(=O)c1ccc2c(c1)OCO2)c1ccco1,-2,i,i,i,i,i,0,i,i,i,2
CCc1ccc(NC(=O)c2cc(-c3ccc(F)cc3)on2)cc1,-1,i,i,i,i,i,-10,i,i,i,7
COC(=O)c1ccc(NS(=O)(=O)c2ccccc2)o1,0,i,i,i,i,i,-2,i,i,i,8
Cc1nnc(SCC(=O)c2ccc(C(C)C)cc2)s1,-1,i,i,i,i,i,-4,i,i,i,6
CCC(C)N(CCNC(=O)CC1Oc2ccc(C)cc2NC1=O)C1CCCCC1 (stereo not given),0,i,i,i,i,i,-6,i,i,i,6
CCOC(=O)c1[nH]c2ccccc2c1NC(=S)Nc1cccc(C)c1,4,i,i,i,i,i,-12,i,i,i,3
Fc1cccc(COc2ccccc2C(=S)N2CCCC2)c1,-4,i,i,i,i,i,-7,i,i,i,-1
CSCCn1c(C(C)(C)C)cc(C(=O)O)c1C,3,i,i,i,i,i,-6,i,i,i,1
Cc1cc2ncc(-c3cccs3)nc2cc1C,3,i,i,i,i,i,-3,i,i,i,5
CN(C(=O)CCN1CCCO1)C1CCCN(Cc2ccccc2F)C1 (stereo not given),-4,i,i,i,i,i,-8,i,i,i,-4
CCCc1cc(=O)[nH]c(SCC(=O)Nc2ccc3c(c2)CCC3)n1,-7,i,i,i,i,i,-22,i,i,i,6
COc1ccc(NC(=O)C(=O)NCC(c2ccco2)N2CCc3ccccc3C2)cc1OC (stereo not given),4,i,i,i,i,i,-6,i,i,i,-1
CC(=O)Nc1ccc(S(=O)(=O)NCC2CCC(C(=O)N3CCCCC3)CC2)cc1 (stereo not given),5,i,i,i,i,i,-7,i,i,i,-5
COc1ccccc1-n1c(O)c(C=NCc2ccccn2)c2ccccc2c1=O,-1,i,i,i,i,i,-9,i,i,i,10
Cc1cc(C)cc(N2C(N)=NC(N)=NC2c2ccccc2F)c1 (stereo not given),-1,i,i,i,i,i,-4,i,i,i,-7
CC(C)Sc1nc2ccc(Br)cc2[nH]1,1,i,i,i,i,i,-25,i,i,i,3
Cc1nccn1CCCNC(=O)c1nc(Cn2cc([N+](=O)[O-])cn2)no1,-2,i,i,i,i,i,-9,i,i,i,1
O=C1Cc2ccccc2C(=O)N1Cc1cccc(Cl)c1,-5,i,i,i,i,i,-9,i,i,i,6
